# GAA glycogen mod – GAA glycogen-cleavage inhibition or activation. AID 2100. recombinant GAA, glycogen substrate, Amplex Red glucose oxidase fluorescence. 300,000 tested, 0.38% active. Potency, µM (titrated, usually from 76.4 µM), for the others: at the highest dose activity change, negative = inhibition, usual class: inhibitors. P10253;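 further: 0% = full enzyme reaction and -100% = no-enzyme basal signal; the screen sought inhibitors and activators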
#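 Recombinant enzyme (4 nM final) with compounds titrated up to 77 uM and bovine liver glycogen (30 ug) in citrate pH 5.0, 0.01% Tween-20, 37 C 40 min. Released glucose detected by Amplex Red/glucose oxidase (Ex 573/Em 610); AC50 from Hill fits.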
# GAA inhib – inhibitors of human lysosomal alpha-glucosidase; AID 1466; Potency, µM (titrated, usually from 76.9 µM), inactives show top-dose activity change, negative = inhibition, actives largely listed as inhibitors; P10253; purified human GAA, 4-MU-alpha-glucoside fluorescence; 200,000 tested, 0.005% active;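 further: plate controls were uninhibited enzyme wells for no effect and no-enzyme background for full effect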
#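 Human alpha-glucosidase, 4 nM, pre-mixed with test compounds before 400 uM 4-methylumbelliferyl substrate; 20 min room temperature at pH 5.0. Fluorescence read after pH 10 stop; AC50 values from Hill-equation fits.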
# GAA spleen mod – inhibitors or activators of human alpha-glucosidase in spleen homogenate; human spleen homogenate, 4-MU-alpha-glucoside fluorescence; Potency, µM (doses to about 79.9 µM), for the others: top-dose activity change, negative = inhibition, actives largely listed as inhibitors; 240,000 tested, 0.006% active;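 further: 0% = enzyme with vehicle and -100% = no enzyme basal signal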
#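 Human spleen homogenate (1 ug) incubated with compounds and 1 mM 4-methylumbelliferyl-alpha-D-glucopyranoside in pH 5.0 citrate/phosphate buffer, 37 C, 40 min. Stopped at pH 10; 4-MU fluorescence (Ex 365/Em 440 nm); AC50 by Hill fit.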
# RECQ1 helicase – RECQ1 (human) helicase inhibition; P46063; RECQ1 DNA unwinding, red fluorescence kinetic read; Potency, µM (top dose mostly 57.3 µM), for inactives: top-dose activity, negative = inhibition, hits mostly inhibitors; 240,000 tested, 0.54% active; AID 2549;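 further: plate controls were vehicle for no effect and no enzyme for full effect; nearly all actives have a fitted effect of over 30% in size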
# Target sequence (P46063 whole entry, looked up): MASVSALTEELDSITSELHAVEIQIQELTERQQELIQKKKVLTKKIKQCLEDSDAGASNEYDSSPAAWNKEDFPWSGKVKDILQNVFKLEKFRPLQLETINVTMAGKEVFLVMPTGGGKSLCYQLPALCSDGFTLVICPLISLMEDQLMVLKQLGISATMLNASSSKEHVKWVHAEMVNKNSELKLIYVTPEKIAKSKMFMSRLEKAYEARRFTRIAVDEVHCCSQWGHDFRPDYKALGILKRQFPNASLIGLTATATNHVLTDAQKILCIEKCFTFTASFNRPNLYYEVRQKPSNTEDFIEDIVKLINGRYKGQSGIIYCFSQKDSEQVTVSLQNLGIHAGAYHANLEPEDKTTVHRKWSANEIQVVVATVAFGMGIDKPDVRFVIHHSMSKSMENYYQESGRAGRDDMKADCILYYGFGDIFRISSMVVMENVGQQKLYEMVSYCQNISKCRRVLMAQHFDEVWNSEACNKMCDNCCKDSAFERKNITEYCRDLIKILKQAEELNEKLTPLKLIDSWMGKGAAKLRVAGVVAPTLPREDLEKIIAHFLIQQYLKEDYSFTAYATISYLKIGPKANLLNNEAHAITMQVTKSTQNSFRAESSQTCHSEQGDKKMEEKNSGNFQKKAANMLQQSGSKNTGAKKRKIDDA
#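 RECQ1T1 50 nM; forked duplex (20 bp + 30-nt ss tails) 200 nM, ATP 2 mM final; pH 8.0, 2 mM MgCl2, 2.5 ug/ml poly(dI-dC); 15 min compound preincubation; discontinuous kinetic read over 2 h at RT.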
# RGS12 GoLoco inh – RGS12 GoLoco-Gai1 interaction inhibition; P63096; Gai1:RGS12 GoLoco peptide FP, rhodamine, 10 min; Potency, µM (series often up to 61.6 µM), for inactives: at the top dose activity, negative = inhibition, usual class: inhibitors; 230,000 tested, 0.44% active; AID 880; active means well fitted inhibition curve with a large enough effect, not every such curve was filed as active; inactive means no such curve, though single readings can be large or run the other way; further: nearly all actives have a fitted effect of over 30% in size; many of its hits are not listed in these tables
# TRb-SRC2 inh – inhibitors of human thyroid hormone receptor beta-SRC2 interaction; P10828; Potency, µM (titrated, usually from 106 µM), for the others: at the highest dose activity change, negative = inhibition, hits mostly inhibitors; 280,000 tested, 0.065% active; TRbeta-SRC2 peptide binding, fluorescence polarization; receptor liganded with 1 µM T3;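 further: plate controls were bound peptide for no effect and peptide without receptor for full effect; nearly all actives have a fitted effect of over 50% in size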
# Target sequence (P10828 whole entry, looked up): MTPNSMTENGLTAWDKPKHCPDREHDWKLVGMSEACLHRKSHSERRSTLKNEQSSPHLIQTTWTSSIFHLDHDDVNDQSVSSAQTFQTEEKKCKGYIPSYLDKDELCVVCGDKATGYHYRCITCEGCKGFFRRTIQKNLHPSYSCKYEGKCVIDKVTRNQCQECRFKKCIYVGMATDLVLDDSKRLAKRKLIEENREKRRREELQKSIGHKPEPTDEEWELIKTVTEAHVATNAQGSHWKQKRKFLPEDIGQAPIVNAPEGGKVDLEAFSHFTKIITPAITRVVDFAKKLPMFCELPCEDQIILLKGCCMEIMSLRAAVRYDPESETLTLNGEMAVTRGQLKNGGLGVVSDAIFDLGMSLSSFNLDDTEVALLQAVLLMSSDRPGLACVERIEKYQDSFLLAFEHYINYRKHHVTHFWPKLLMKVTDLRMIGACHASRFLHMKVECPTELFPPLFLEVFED
#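 Human TRb LBD (0.6 uM) plus Texas Red-labeled SRC2 peptide (20 nM), 1uM T3, 5% DMSO, 5 hr at ambient temperature. Decreased polarization (555/632 nm) flags inhibition; data normalized to free and bound peptide controls.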
# L3MBTL1 block – L3MBTL1 (human) inhibition. AlphaScreen L3MBTL1–H3K9me1 peptide binding. Potency, µM (doses to about 57.1 µM), for inactives: at the highest dose activity, negative = inhibition, hits mostly inhibitors. 230,000 tested, 0.66% active. AID 485360; further: nearly all actives have a fitted effect of over 60% in size
#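 AlphaScreen proximity signal between nickel-chelate acceptor and streptavidin donor beads (final 10 ug/mL) reports binding of 50 nM L3MBTL1 to 75 nM biotin-H3 K9me1 peptide; complex incubated with compounds 30 min at room temperature; cefsulodin titration as control.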
# TR SRC2 fluor cs – counter-screen for TRb-SRC2 inhibitors: fluorescence interference | TRb/SRC2 Texas Red total fluorescence interference | 280,000 tested, 0.29% active | AID 1479 | Potency, µM (titrated, usually from 106 µM), for inactives: at the highest dose fluorescence change, negative = quenching; active means well fitted curve in either direction with a large enough effect; inconclusive means small, poorly fitted or top-dose-only effect
#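 Flags fluorescent or light-absorbing compounds by total fluorescence, S + 2P, at 555 nm excitation and 632 nm emission. Mixture: 20 nM Texas Red SRC2 peptide, 0.6 uM human TRb LBD, 1 uM T3, 5% DMSO; compound exposure 5 h at ambient temperature.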
# An asterisk follows results filed as active; i = inactive; ? = inconclusive; / = not tested or not shown; & = joins results of further samples; [ ] = dose if it differs, or a comment. Unless noted, the call rests on the fitted dose curve; in most records, active means well fitted curve in the direction sought with a large enough effect; inconclusive means small, poorly fitted or top-dose-only effect, or another doubt; inactive means no such curve, though single readings can be large; an effect the other way counts as inactive or inconclusive. Unless noted, on the % scale 0 is the no-effect control and ±100 the full control effect; potency means the concentration at half of the fitted maximal effect. These rows are one share of the data, so the mix of outcomes need not match the whole.
entry	structure	GAA glycogen mod	GAA inhib	GAA spleen mod	RECQ1 helicase	RGS12 GoLoco inh	TRb-SRC2 inh	L3MBTL1 block	TR SRC2 fluor cs
1	CCN(CC)S(=O)(=O)c1cccc(NC(=O)COc2ncnc3sccc23)c1	6%	-2%	-1%	i	5%	0%	-6%	0%
2	COCCCN1C(=O)C(=O)/C(=C(/O)c2ccc3c(c2)OCCO3)C1c1ccc(C(=O)OC)cc1 (stereo not drawn)	1%	-6%	-3%	-2%	4%	-2%	0%	-5%
3	CC1CN(CCOc2ccc([N+](=O)[O-])cc2)CC(C)O1 (stereo not drawn)	-2%	-4%	-2%	i	0%	-2%	7%	-3%
4	C=CCN1C(=O)C(CC(=O)Nc2ccc(OC)cc2)SC1=Nc1ccc(S(N)(=O)=O)cc1 (stereo not drawn)	3%	1%	4%	-9%	-1%	0%	/	-3%
5	COc1cc(CNC(C)(C)CO)cc(Br)c1OCc1ccc(Cl)cc1	13%	?	3%	-2%	12%	-4%	8%	-1%
6	OCC1(CO)COC(c2ccccc2)=N1	1%	-11%	/	-6%	9%	-1%	10%	-3%
7	CCCNc1nc2c(c(=O)[nH]c(=O)n2C)n1CCCc1ccccc1	9%	-2%	4%	-10%	4%	-12%	-4%	1%
8	OCC1(Cc2ccc(Cl)cc2)CCN(Cc2ccccc2F)CC1	15%	-8%	-16%	-5%	2%	1%	-2%	-1%
9	Cc1nnc(SCC(=O)Nc2c(C)n(C)n(-c3ccccc3)c2=O)n1Cc1ccccc1	-1%	0%	-21%	-4%	5%	1%	/	1%
10	CC(=O)N(O)C/C=C/c1cccc(Oc2ccccc2)c1	/	/	-5%	-4%	/	-10%	/	-2%
11	Cn1c(=NC(=O)COc2ccccc2)sc2cc(F)cc(F)c21	-5%	-1%[15.4 µM]	0%	i	9%	9%	-4%	-2%
12	Cc1cnc(C(=O)OCC(=O)N(Cc2ccccc2)C(C)C)cn1	-8%	-1%	0%	-15%	13%	4%	5%	-3%
13	CCN1C(=O)C(CC(=O)Nc2ccc(F)cc2)N(CCCN2CCN(c3ccc(F)cc3)CC2)C1=S (stereo not drawn)	-28%	-6%	-14%	-1%	-8%	-6%	/	-1%
14	COc1ccc(CNC(=O)c2ccccc2C(=O)O)cc1	-1%	-9%	6%	3%	-6%	1%	5%	-1%
15	Cc1cc(/C=C\c2ccc3cc(N(C)C)ccc3[n+]2C)c(C)n1-c1ccccc1	/	/	-7%[29.1 µM]	-1%[25.9 µM]	-19%[21.6 µM]	?	32µM*	14µM*[fluorescent]
16	COc1ccc(C(=O)NC(C(=O)NCc2ccccn2)C(C)C)cc1 (stereo not drawn)	12%	-4%	-4%	-6%	3%	8%	8%	0%
17	CCCCCCSc1nc(O)c(C2OC(=O)c3c2ccc(OC)c3OC)c(=O)n1-c1ccccc1 (stereo not drawn)	-14%	-11%	1%	-9%	-9%	-12%	/	-1%
18	O=C(COc1ccc(Cl)cc1)N(Cc1ccccc1)c1ccccn1	-4%	-2%	2%	-1%	11%	3%	8%	-1%
19	CC1Cc2ccccc2N1C(=O)c1ccnc(C(C)(C)C)c1 (stereo not drawn)	-7%	-6%	9%	1%	-1%	-1%	-3%	2%
20	CCCN(CCC)CCCNC(=O)C1c2cc(OC)c(OC)cc2C(=O)N(C)C1c1cccnc1 (stereo not drawn)	10%	4%	-6%	-17%	-1%	3%	/	-2%
21	COc1ccc(-c2nc3ccncc3[nH]2)cc1OC	8%	1%	6%	i	8%	-6%	1%	-5%
22	O=C(Nc1cccc(Cl)c1)c1csc(-c2ccccc2)n1	-2%	?	1%	-3%	-2%	-11%	37%[activator]	2%
23	CCC(C)NC(=O)C1CN(S(=O)(=O)c2ccccc2)CCN1S(=O)(=O)c1ccccc1 (stereo not drawn)	1%	?	-4%	i	3%	-10%	9%	-2%
24	Cc1c(C(=O)N2CCC(C)CC2)sc2ncnc(N(C)c3ccccc3)c12	0%	-7%	5%	6%	4%	6%	-7%	-4%
25	COCCN=C1Sc2nc3c(C)cccc3cc2CN1Cc1ccco1	-21%	-8%	-3%	-26%	22%	-4%	-7%	-2%
26	Cc1cc(-c2ccco2)n(CC(=O)NCc2ccco2)n1	7%	0%	0%	-5%	5%	-5%	/	1%
27	Cc1ccc(N2CC(C(=O)Nc3ccccn3)CC2=O)cc1 (stereo not drawn)	-5%	-12%	-9%	-2%	-5%	-5%	1%	1%
28	CN(c1ccc(F)cc1)S(=O)(=O)c1ccc2[nH]cc(C(=O)O)c(=O)c2c1	-2%	1%	-20%	i	7%	-3%	/	-1%
29	Cc1[nH]c(=O)[nH]c(=O)c1CSc1nnc([C@H](CC(C)C)NC(=O)OC(C)(C)C)o1	11%	-7%	-1%	i	-6%	-1%	7%	-6%
30	N#Cc1nc(COc2ccccc2F)oc1NCCCn1ccnc1	-2%	7%	-9%	-8%	7%	1%	?	0%
31	CCC(=O)N1CCc2cc(S(=O)(=O)N3CCc4ccccc4C3)ccc21	0%	11%	-6%	-9%	6%	4%	/	-1%
32	COC(=O)c1cnc(SCc2ccc(C)cc2)n1C	2%	-2%	-3%	i	-5%	-2%	/	0%
33	Cc1cccc(C(=O)n2c(=S)nc3cc(C)ccn32)c1	-7%	2%[15.4 µM]	-11%	-13%	9%	-5%	-17%	-1%
34	CCCC(=O)n1nc(-c2ccc(C)cc2)nc1NCc1ccco1	10%	-3%	-28%	-6%	5%	3%	12%	-8%
35	COc1ccccc1N1CCN(CC(O)COc2cccc3ccccc23)CC1 (stereo not drawn)	-2%&7%	-9%&1%[15.4 µM]	-13%&8%&7%&-7%	-20%&-7%&-7%&6%	4%&14%&-5%&2%	-4%&11%&-7%&-1%	-17%&-1%	-1%&-1%&-2%&5%
36	C=CCNCCOc1ccc(C)cc1[N+](=O)[O-]	18%	1%	-1%	-1%	-15%	12%	8%	-1%
37	CCn1cc([N+](=O)[O-])c(C(=O)N2N=C(c3ccc(Cl)c(Cl)c3)CC2c2ccccc2O)n1 (stereo not drawn)	-4%	/	1%	-4%	9%	4%	0%	0%
38	CCc1nc(SCC(=O)c2cc(C)ccc2C)n[nH]1	-1%	-11%	3%	i	0%	-22%	/	1%
39	COc1ccc(CCC(=O)N(c2nnc(-c3cccnc3)s2)C(C)C)cc1	-5%	-15%	2%	i	6%	3%	1%	2%
40	CCOC(=O)C1(CCCc2ccccc2)CCN(C(=O)CCn2cncn2)CC1	0%	10%	-5%	i	4%	3%[53 µM]	-6%	-2%[53 µM]
41	Cc1ccc(NC(=S)Nc2c(C)n(C)n(-c3ccccc3)c2=O)cc1	-19%	2%	-13%	6%	-4%	3%	-10%	-6%
42	COCc1ccc([C@@H]2C[C@H]3CN(Cc4cccnc4)C(=O)[C@]34CCCN24)o1	8%	-2%	-1%	3%	8%	-2%	2%	2%
43	COc1ccc(C(=O)N[C@H](C(=O)Nc2ccc(S(=O)(=O)N3CCOCC3)cc2)C(C)C)cc1	-3%	/	-10%	-4%	4%	-2%	/	-1%
44	COc1ccc(C2=NNC(=Nc3cc(S(=O)(=O)N(C)C)ccc3C)SC2)c(OC)c1	8%	/	-8%	11%	3%	-2%	?	-5%
45	Cc1ccc(NC(=O)c2ccccc2N(C)S(=O)(=O)c2ccccc2)c(C)c1	-1%	?	3%	-2%	-5%	0%	12%	-5%
46	O=C1CCCCC(=O)N(c2ccccc2)c2ccccc21	-24%	-7%	1%	-5%	-1%	6%	6%	0%
47	CC1(C(=O)O)COC(c2ccc(Cl)cc2)OC1 (stereo not drawn)	-5%	/	-4%	-2%	9%	0%	/	-6%
48	N#Cc1nc(-c2ccco2)oc1N1CCN(Cc2ccccc2)CC1	-2%	8%	-3%	i	-22%	-13%	-19%	1%
49	NC(=O)Cc1nc(-c2ccc(F)cc2)cs1	1%	/	-7%	6%	1%	-1%	9%	0%
50	O=C(NCc1cccs1)C1CCN(S(=O)(=O)c2ccc(Cl)cc2)CC1	1%	14%	-4%	8%	6%	-1%	-11%	-2%
51	O=C1CC(c2ccccc2Cl)CC(O)=C1C=Nc1ccccc1 (stereo not drawn)	2%	3%	6%	-12%	5%	4%[53 µM]	10%	0%[53 µM]
52	FC(F)(F)c1cccc(N/N=C/c2ccccc2)c1	-13%	2%	-2%	-4%	-7%	-4%	-11%	-2%
53	CN(C)C(CNc1ncnc2sccc12)c1cccs1 (stereo not drawn)	6%	-3%	-14%	0%	12%	7%	-3%	-1%
54	CCOc1cc(/C=N/NC(N)=S)cc(Br)c1OCc1ccccc1C	?	-5%	0%	2%	0%	-18%	/	2%
55	COc1cc(NC(=O)COC(=O)/C=C/c2ccc(Cl)cc2Cl)cc(OC)c1	-4%	2%	0%	i	5%	-11%	0%	-2%
56	CC(C)CNC(=O)c1ccccc1-c1ccccc1C(=O)O	1%	-1%	-1%	-12%	-10%	-4%	/	-3%
57	N#Cc1cnn2c1nc(N1CCOCC1)c1ccccc12	-7%	-1%	3%	-8%	-2%	2%	0%	1%
58	Nc1nonc1OCCOCCOCCOc1nonc1N	1%	5%	9%	-3%	-2%	-5%	/	-3%
59	O=C(Oc1ccccc1/C=C\C(=O)c1cc2ccccc2o1)c1cccc(F)c1	-3%	-2%	3%	-9%	34%[activator]	4%	-12%	0%

# Nos. 1 through 2, reprinted for reference:
entry	structure	GAA glycogen mod	GAA inhib	GAA spleen mod	RECQ1 helicase	RGS12 GoLoco inh	TRb-SRC2 inh	L3MBTL1 block	TR SRC2 fluor cs
1	CCN(CC)S(=O)(=O)c1cccc(NC(=O)COc2ncnc3sccc23)c1	6%	-2%	-1%	i	5%	0%	-6%	0%
2	COCCCN1C(=O)C(=O)/C(=C(/O)c2ccc3c(c2)OCCO3)C1c1ccc(C(=O)OC)cc1 (stereo not drawn)	1%	-6%	-3%	-2%	4%	-2%	0%	-5%
